Screening data deposited in PubChem BioAssay by National Center for Advancing Translational Sciences (NCATS).
TDP1 cell CPT: DT40-hTDP1 cell growth loss with CPT; chicken DT40 Tdp1-/-;hTDP1 cells + 20 nM CPT, ATP luminescence, 48 h; Potency, µM (titrated, usually from 46.2 µM), without a hit: top-dose activity change, negative = growth inhibition, usual class: inhibitors; actives 12% (n = 420,000); AID 686979; further: nearly all actives have a fitted effect of over 55% in size
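Chicken DT40 Tdp1-/- cells complemented with human TDP1, 400 cells/well, exposed to compounds plus 20 nM camptothecin for at least 48 h at 37 C; viability read as ATP content by CellTiter-Glo luminescence.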
DT40 TDP1 no CPT: qHTS for Inhibitors of human tyrosyl-DNA phosphodiesterase 1 (TDP1): qHTS in cells in absence of CPT. DT40 Tdp1-/- hTDP1 cells, no CPT, ATP luminescence, 48 h. Potency, µM (highest dose often 46.2 µM), inactives show at the top dose activity change, negative = growth inhibition, hits mostly inhibitors. actives 15% (n = 420,000); further: nearly all actives have a fitted effect of over 55% in size
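Chicken DT40 Tdp1-/- cells stably complemented with human TDP1 were seeded at 400 cells/well with DMSO in place of 20 nM camptothecin. After compound pinning, cells grew at least 48 hr at 37 °C; viability read by CellTiter-Glo luminescence.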
GCN5L2 inh: GCN5L2 (KAT2A) acetyltransferase inhibition | Potency, µM (series often up to 58.9 µM), for inactives: at the highest dose activity change, negative = inhibition, actives largely listed as inhibitors | GCN5L2 HAT assay, ThioGlo1 CoA-SH fluorescence | AID 504327 | Q92830 | actives 0.21% (n = 390,000)
Target sequence (Q92830 whole entry, looked up): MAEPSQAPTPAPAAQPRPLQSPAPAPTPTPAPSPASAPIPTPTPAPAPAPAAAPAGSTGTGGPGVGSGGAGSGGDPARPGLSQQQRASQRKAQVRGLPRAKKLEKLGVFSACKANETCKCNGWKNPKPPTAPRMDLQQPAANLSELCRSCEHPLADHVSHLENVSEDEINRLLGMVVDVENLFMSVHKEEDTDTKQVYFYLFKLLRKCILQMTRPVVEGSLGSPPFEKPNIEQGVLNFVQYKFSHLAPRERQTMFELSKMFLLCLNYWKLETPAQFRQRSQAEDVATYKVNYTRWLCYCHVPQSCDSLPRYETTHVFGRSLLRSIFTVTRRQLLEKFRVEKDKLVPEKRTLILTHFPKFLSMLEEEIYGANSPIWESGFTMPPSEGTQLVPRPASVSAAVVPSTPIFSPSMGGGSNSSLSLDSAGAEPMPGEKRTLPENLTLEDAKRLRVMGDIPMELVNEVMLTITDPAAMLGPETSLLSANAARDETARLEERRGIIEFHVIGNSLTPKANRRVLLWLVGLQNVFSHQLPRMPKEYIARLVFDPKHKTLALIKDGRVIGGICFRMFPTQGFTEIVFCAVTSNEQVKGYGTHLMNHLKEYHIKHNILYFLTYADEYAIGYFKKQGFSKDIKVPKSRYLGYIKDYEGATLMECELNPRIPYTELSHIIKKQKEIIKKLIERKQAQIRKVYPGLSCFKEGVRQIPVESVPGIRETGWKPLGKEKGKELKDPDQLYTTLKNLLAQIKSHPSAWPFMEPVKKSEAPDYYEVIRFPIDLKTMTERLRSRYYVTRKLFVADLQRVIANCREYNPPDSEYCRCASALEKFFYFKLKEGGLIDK
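Compounds, pin-transferred from DMSO stocks, meet 20nM GCN5L2 for 15 min before the reaction begins with H3(1-25) peptide (75uM) and acetyl-CoA (70uM). Thiol-reactive ThioGlo1 reports CoA release over 20 min at room temperature.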
An asterisk follows results filed as active; ? = inconclusive; · = not tested or not shown; [ ] = dose if it differs, or a comment. The call rests on the fitted dose curve; in most records, active means well fitted curve in the direction sought with a large enough effect; inconclusive means small, poorly fitted or top-dose-only effect, or another doubt; inactive means no such curve, though single readings can be large; an effect the other way counts as inactive or inconclusive. On the % scale 0 is the no-effect control and ±100 the full control effect; potency means the concentration at half of the fitted maximal effect.

SMILES	TDP1 cell CPT	DT40 TDP1 no CPT	GCN5L2 inh
Cc1cc(Cl)ccc1OCCSc1nnc(-c2cccs2)o1	-1%	?	-14%
COc1ccc(NC(=O)CN2C(=O)NC(CC(C)C)C2=O)cc1S(=O)(=O)N1CCOCC1 (centres undefined)	-3%	15%	-2%
COC(=O)c1ccc(CNC(=O)C2CCC(=O)N(C3CCCCCC3)C2)cc1 (centres undefined)	3%	6%	-4%
COc1cc(C(=O)NCc2ccc(C)cc2)ccc1OCc1c(C)noc1C	-28%	?	-1%
CCC(C)(C(=O)NC1CCCC1)N(C(=O)c1cnccn1)c1c(C)n(C)n(-c2ccccc2)c1=O (centres undefined)	-5%	9%	-4%
CCn1c(SCC(=O)Nc2cccc(NC(C)=O)c2)nnc1C(C)C	-4%	-5%	2%
Cc1ccc(-c2csc(NC(=O)c3cccc([N+](=O)[O-])c3)n2)cc1	-10%	-14%	1%
C/C(=N\NC(=O)c1ccccc1C)c1cccnc1	4%	-1%	?
Cc1cc(C(F)(F)F)n2[nH]c(=O)c(N=Nc3ccccc3)c2n1	1%	-4%	-21%
C/C(=N\NC(=O)c1cccc(N2CCCC2=O)c1)c1ccc(N)cc1	7%	-4%	-7%
COc1cccc(-c2cnc3c(NC(C)=O)cc(-c4cccc(C(=O)NCCN(C)C)c4)cn23)c1	?	18µM*	·
Cc1ccc(C(=O)c2c[nH]c(C(=O)NCc3cccnc3)c2)cc1	-28%	?	0%
C=CCNc1nc(N)c([N+](=O)[O-])c(N2CCCCCC2)n1	-2%	-13%	0%
C[C@H](CO)N1C[C@H](C)[C@@H](CN(C)C(=O)Nc2ccccc2)Oc2ccc(NC(=O)CCC(F)(F)F)cc2C1=O	9%	-9%	0%
COC(=O)c1c(C)oc(C)c(C(=O)OC)c1=O	3%	-6%	6%
O=C(NCC(c1ccco1)N1CCCC1)c1sc2ccccc2c1Cl (centres undefined)	?	21µM*	?
CC1CCN(C(=O)c2cc(Cl)nc3ccccc23)CC1	6%	2%	28%
CC(C)(C)/C(Cn1cncn1)=N\OC(=O)Nc1ccc(Cl)cc1	-12%	-16%	-8%
CCCCC(=O)Nc1ccc(NC(=O)c2ccc([N+](=O)[O-])cc2)cc1OC	-11%	?	1%
C=CCc1cccc(CNn2cnnc2)c1O	0%	23%	-2%
Cc1cccc(NC(=O)CCCCCn2c(=O)[nH]c3ccsc3c2=O)c1	2%	?	2%
Cc1ccc(-c2cnc(NCc3c(F)cccc3Cl)n2C)cc1	15µM*	23µM*	-9%
CCCCn1c(=O)[nH]c(=O)c2c1nc(-c1ccc(OCCC)c(OCC)c1)n2CCOC	4%	?	-4%
CNC(=S)N/N=C/c1c(C)nn(-c2ccc(F)cc2)c1Cl	?	15µM*	-9%
CCCc1nnc(NC(=O)CC(=O)OCC)s1	7%	-3%	-1%

(further entries)
SMILES	TDP1 cell CPT	DT40 TDP1 no CPT	GCN5L2 inh
Cc1ccc(C)c(S(=O)(=O)c2nnn3c2nc(N2CCOCC2)c2sccc23)c1	23µM*	23µM*	-18%
O=[N+]([O-])c1cccc(-c2nnc3c4ccccc4c4ccccc4n23)c1	?	?	-3%
CC(=O)Oc1ccc(/C=N/NC(=S)Nc2ccccc2)cc1	-3%	-2%	-1%
C/C(=N\Nc1ccc2nncn2n1)c1cccs1	15%	-16%	0%
Cc1cc(C(=O)N(Cc2cc3cc4c(cc3nc2N2CCOCC2)CCC4)CC2CCCO2)c(=O)[nH]c1C (centres undefined)	5%	-5%	·
O=C(NCc1ccc(C(F)(F)F)cc1)C1CC(c2ccccc2[N+](=O)[O-])=NO1 (centres undefined)	-27%	?	-7%
COc1ccc(S(=O)(=O)N(CC(=O)Nc2cc(C)cc(C)c2)c2ccc(Cl)cc2)cc1	?	23µM*	-12%
Cc1cc2oc(=O)c3c(c2cc1OC(=O)c1ccco1)CCCC3	-36%	?	2%
O=C(CSc1ccccn1)Nc1ccc2c(c1)C(=O)c1ccccc1C2=O	?	16µM*	?
Cc1cccc(Cn2cccc2CNS(=O)(=O)c2ccccc2F)c1	-19%	?	-3%
Cc1csc2nnc(N)n12	-19%	-12%	0%
Cc1ccc(C(=O)NCc2ccc3c(c2)OCO3)c(Cl)c1	-19%	-3%	·
COc1ccc(-c2nc3cc(C)c(Br)c(C)n3c2Cc2ccsc2)cc1OC	?	?	·
Cc1cccc(NC(=O)COc2ccccc2)c1	-23%	0%	6%
Cc1cn2c(=O)cc(COc3ccccc3NC(=O)c3ccc(Cl)cc3)nc2s1	-1%	-3%	5%
Cc1c(C)n(Cc2ccc(F)cc2)c2ccc(C(=O)N3CCN(c4ccccn4)CC3)cc12	3%	-3%	-8%
Cc1cc(N2CCC(C(=O)Nc3ccc(F)cc3F)CC2)n2nc(C)c(-c3ccc(Cl)cc3)c2n1	?	?	3%
CCOc1ccc2nc(SCC(=O)N(C)C)[nH]c2c1	-20%	-10%	-3%
CCN(CC(=O)Nc1ccc(NC(C)=O)cc1)C(=O)c1ccc2c(c1)OCO2	-19%	23%	2%
COc1ccc(CCNCC(O)COc2cccc(C(C)=O)c2)cc1OC (centres undefined)	-13%	?	-1%
CCC(C)N(C(=O)COc1ccccc1C#N)C1CCS(=O)(=O)C1 (centres undefined)	15%	-13%	-3%
C[C@@H]1O[C@@H](O[C@@H]2C(=O)c3c(O)cc(O)cc3O[C@H]2c2ccc(O)c(O)c2)[C@H](O)[C@H](O)[C@H]1O	0%	-5%	-3%
COc1ccc(-c2cc(C(F)(F)F)nc(N3CCOCC3)n2)cc1	-25%	-21%	-11%
COc1cc(NC(=O)CSC(=S)N2CCCC2)c(OC)cc1Cl	29µM*	15µM*	-16%
COc1ccc2nc(N=Nc3ccc(O)c4ccccc34)sc2c1	1.3µM*	1.3µM*	-14%

Additional entries:
SMILES	TDP1 cell CPT	DT40 TDP1 no CPT	GCN5L2 inh
Cc1nc2ccccc2c(=O)n1-c1ccc(NC(=O)c2cccc([N+](=O)[O-])c2)cc1	18µM*	21µM*	-7%
CC(C)(C)Oc1ncc(Br)c(OC(C)(C)C)n1	-21%	-2%	·
O=S(=O)(Nc1ccncc1Cl)c1ccccc1	-1%	-30%	-8%
COCCNC(=O)/C(=C/c1ccccc1Cl)c1ccccc1	29µM*	?	-2%
CC(C)CCNC(=O)CSCc1cnn(-c2ccccc2)c1-n1cccc1	21µM*	21µM*	-6%
COc1ccc(-c2cc(NCc3ccccn3)n3ncnc3n2)cc1	?	?	-4%
Cc1ccc(-c2nnc(Nc3cccc(O)c3)c3ccccc23)cc1S(=O)(=O)N1CCOCC1	?	12µM*	-7%
COc1ccc(C)cc1NC(=O)COCc1cc(-c2ccc(F)cc2)on1	?	?	-5%
CC(=O)NCCn1c(SCC(=O)OCc2ccccc2)nc2ccccc2c1=O	?	?	-4%
CCn1cc2nc(SCc3cc(C)ccc3C)n(Cc3ccc(Cl)cc3)c(=O)c2n1	?	?	-2%
Cc1cccc(NC(=O)CSc2cc(C(=O)c3nccn3C)c3ccccc3n2)c1	-14%	-30%	0%
O=C(COC(=O)CNC(=O)c1ccccc1)NCCNC(=O)COC(=O)CNC(=O)c1ccccc1	17%	13%	0%
COc1ccc(CCC2(C)NC(=O)N(C(C)C(=O)N3c4ccccc4CC3C)C2=O)cc1 (centres undefined)	-27%	?	1%
COc1ccc(Cc2nc3ccc(C(=O)NCc4cc(Br)ccc4OC)cc3o2)cc1	?	-25%	-14%
CCC(C(=O)Nc1ccc2c(c1)OCCO2)c1ccccc1 (centres undefined)	-5%	-21%	-3%
CC(=O)c1c2c3c(cccc3n(C)c1=O)C(=O)c1ccccc1-2	0%	-6%	0%
CCCCCCCCCC(=O)NO	?	?	-3%
COc1ccccc1-c1noc(CCC(=O)NC2CCCC2)n1	-2%	11%	0%
O=C(Cc1c(F)cccc1Cl)NCC(=O)OCc1ccccc1	7%	-2%	0%
Cc1cc(C(=O)N2CCc3c([nH]c4ccccc34)C2c2c(F)cccc2Cl)no1 (centres undefined)	-16%	-4%	-5%
CCCCCCCCCC(=O)N[C@@H]1c2cc(OC)c(OC)cc2C[C@H]1OCc1ccccc1	-17%	-14%	-3%
N#Cc1cccc(-c2nc(NCc3cccs3)c3ccccc3n2)c1	2%	-1%	-17%
O=C(CN1C(=O)c2ccccc2C1=O)Nc1ccc(S(=O)(=O)N2CCOCC2)cc1	9%	-20%	-8%
CC(C)(C)c1ccc(C(=O)NCCC(=O)NCc2cccs2)cc1	?	0%	-1%
CS(=O)(=O)N1CCC2(CCCN(c3ncccn3)C2)CC1	6%	-18%	2%

Reprinted at random: 4 entries already listed, in no set order.
SMILES	TDP1 cell CPT	DT40 TDP1 no CPT	GCN5L2 inh
N#Cc1cccc(-c2nc(NCc3cccs3)c3ccccc3n2)c1	2%	-1%	-17%
Cc1nc2ccccc2c(=O)n1-c1ccc(NC(=O)c2cccc([N+](=O)[O-])c2)cc1	18µM*	21µM*	-7%
CC(C)CCNC(=O)CSCc1cnn(-c2ccccc2)c1-n1cccc1	21µM*	21µM*	-6%
Cc1cc(C(=O)N2CCc3c([nH]c4ccccc34)C2c2c(F)cccc2Cl)no1 (centres undefined)	-16%	-4%	-5%

(continued)
SMILES	TDP1 cell CPT	DT40 TDP1 no CPT	GCN5L2 inh
O=C(O)C/C=C(/NC(=O)OCc1ccccc1)C(=O)OCc1ccccc1	8%	0%	-5%
COCC(=O)Nc1nc(-c2ccc(C)cc2)c(C)s1	-29%	?	-3%
COc1cccc(NC(=O)c2cccc(Cl)c2)c1	1%	-27%	-1%
CCc1c(C)nc2cc(C)[nH]n2c1=O	-3%	?	-7%
Cc1ccc(S(=O)(=O)c2nc(S(C)(=O)=O)sc2N2CCCCCC2)cc1	-25%	-1%	-2%
COc1ccc(OC)c(NC(=O)CN(C)CC(=O)Nc2ccccc2Br)c1	-5%	?	-2%
CC(C)CCN1C(=O)c2ccccc2C1c1nnnn1Cc1ccccc1 (centres undefined)	?	-30%	·
COc1ccc(NC(C)=O)cc1NC(=O)c1ccc(C#N)cc1	-5%	-13%	-11%
COc1ccccc1CCNC(=O)C(=O)NCC1OCCN1S(=O)(=O)c1cccs1 (centres undefined)	2%	?	-8%
COc1ccc(OC)c(-n2c(-c3cccc(O)c3)n[nH]c2=S)c1	2%	-1%	-16%
COc1ccc(NC(=O)c2ccc3c(=O)n(CC4CCCO4)c(=S)[nH]c3c2)c(OC)c1 (centres undefined)	?	13µM*	-1%
Cn1nnc(NC(=O)c2cccc(F)c2)n1	-8%	-7%	1%
CCCOc1ccc(CSC(=N)N)cc1C(=O)OC	?	?	0%
Cc1ccc(S(=O)(=O)Nc2nc3ccccc3nc2NCc2ccc3c(c2)OCO3)cc1C	-15%	?	30%[activator]
CCN(CC(=O)Nc1c(F)cccc1F)C(=O)CCNC(=O)c1ccc([N+](=O)[O-])cc1	-20%	-6%	?
O=C(c1ccc(F)cc1)C1CCN(C(=S)Nc2ccc(F)cc2)CC1	?	15µM*	-2%
CCCN(CCC)C(=O)Cn1c(=O)n(-c2ccccc2)c(=O)c2c3c(sc21)CCCC3	?	?	2%
CN(c1ccc(C(=O)N2CCc3ccccc3C2)cc1)S(C)(=O)=O	?	?	1%
CCOC(=O)c1ccc(NC(=S)NCCc2ccccc2F)cc1	?	23µM*	-6%
C=C[C@H]1[C@H](O[C@@H]2O[C@H](CO)[C@@H](O)[C@H](O)[C@H]2O)OC=C2C(=O)OCC[C@]21O	-6%	11%	0%
Cn1ccsc1=NC(=O)c1cc(S(=O)(=O)N2CCOCC2)ccc1F	-12%	-10%	1%
Fc1cccc(F)c1-n1c(CN2CCCCC2)csc1=S	?	?	-5%
Cc1cccc(NC(=O)Cn2nc(-c3ccccc3)c3cnc4ccccc4c32)c1	16µM*	-45%	-2%
CCN1CCCC1CNC(=O)C(=O)NC(C)c1ccccc1 (centres undefined)	0%	17%	-15%
C=CCN1C=C2C(=O)C(C)(OC(=O)C3CCCC3)C(=O)C=C2C=C1c1ccsc1 (centres undefined)	?	?	-23%

Profiles from above. Order of values: TDP1 cell CPT | DT40 TDP1 no CPT | GCN5L2 inh
Shown for COc1ccc(S(=O)(=O)N(CC(=O)Nc2cc(C)cc(C)c2)c2ccc(Cl)cc2)cc1 = ? | 23µM* | -12%
Shown for Cc1cc(C(=O)N2CCc3c([nH]c4ccccc34)C2c2c(F)cccc2Cl)no1 (centres undefined) = -16% | -4% | -5%
Shown for CN(c1ccc(C(=O)N2CCc3ccccc3C2)cc1)S(C)(=O)=O = ? | ? | 1%
Shown for C=CCN1C=C2C(=O)C(C)(OC(=O)C3CCCC3)C(=O)C=C2C=C1c1ccsc1 (centres undefined) = ? | ? | -23%
Shown for Cc1cccc(Cn2cccc2CNS(=O)(=O)c2ccccc2F)c1 = -19% | ? | -3%

An excerpt. The share of hits here may be higher or lower than overall.
